Source: PubChem (Broad Institute)
RAD52 inh: RAD52 (human) annealing inhibition. recombinant RAD52 DNA annealing, FRET fluorescence. 360,000 tested, 0.46% active. inhibition, % at 18.7 µM. P43351;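 active means every replicate showing at least 50% inhibition; inconclusive means mean inhibition at least 50% but not in every replicate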
Target sequence (P43351 whole entry, looked up): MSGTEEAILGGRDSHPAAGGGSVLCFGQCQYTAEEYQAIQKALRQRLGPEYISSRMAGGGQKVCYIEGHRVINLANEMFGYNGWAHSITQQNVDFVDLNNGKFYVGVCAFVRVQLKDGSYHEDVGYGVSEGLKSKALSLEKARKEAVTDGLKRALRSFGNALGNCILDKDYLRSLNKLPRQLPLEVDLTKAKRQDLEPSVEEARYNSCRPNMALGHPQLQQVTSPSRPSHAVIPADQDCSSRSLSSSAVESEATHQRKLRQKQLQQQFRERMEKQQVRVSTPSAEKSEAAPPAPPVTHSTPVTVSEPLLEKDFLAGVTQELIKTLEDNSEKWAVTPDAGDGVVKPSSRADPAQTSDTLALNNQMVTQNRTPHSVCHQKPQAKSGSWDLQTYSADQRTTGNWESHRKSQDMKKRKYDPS
esBAF inh: blocks esBAF chromatin remodeling in mouse ES cells. Bmi1-luciferase knock-in reporter, 24 h; 100% = twice the neutral-well signal. reporter increase, % at 12.5 µM. 350,000 tested, 2% active. AID 602393; in the data active means activation above about 40%; inconclusive means no clear call, values can overlap the other calls;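 further: 0% = median of the plate's neutral control wells and 100% = double that signal; a rise in the Bmi1 reporter signal indicates esBAF inhibition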
CASP6 VEID inh: caspase-6 (human) enzyme inhibition; P55212; purified caspase-6, Z-VEID-R110 cleavage fluorescence; inhibition, % at 12.5 µM; 350,000 tested, 0.53% active;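 active means mean inhibition across replicates at least about 35%, with every replicate also reaching that limit, limit read from the data; inconclusive means only one of the two criteria met; inactive means neither criterion met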;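 further: 0% = median of neutral control wells and 100% = no fluorescence left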
PglD DTNB: inhibitors of Campylobacter jejuni PglD acetyltransferase | purified PglD enzyme, DTNB colorimetric CoA detection | inhibition, % at 12.5 µM | 360,000 tested, 0.098% active | AID 602405; in the data active means inhibition above about 16%, passing the limit was not always enough; inconclusive means no clear call, values can overlap the other calls; further: strong numbers were not always called active
RAD54 branch: inhibitors of human RAD54 branch migration. Q92698. RAD54 Holliday junction branch migration, FAM/BHQ fluorescence. inhibition, % at 10.4 µM. 360,000 tested, 0.14% active. AID 602329;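 active means mean normalized replicate activity at least 40 and at least half of replicates scoring 40 or more; inconclusive means only one of the two criteria met; inactive means mean below 40 and under half of replicates reaching 40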;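 further: 0% = median of neutral control wells and 100% = median of positive control wells; inhibitors cause a drop in the FAM fluorescence signal; in these data hits start at about 50%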
ARNT TACC3 PPI: ARNT/TACC3 interaction disruption; Q9Y6A5; AlphaScreen His-ARNT PAS-B/GST-TACC3 binding, luminescence; TACC3 fragment carries E629A point mutation; inhibition, % at 9.99 µM; 390,000 tested, 0.66% active; AID 623870;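 active means mean inhibition of replicates at least 50% and at least half of replicates each reaching 50%; inconclusive means half or more replicates reach 50% but mean below 50%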;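 further: 0% = complete ARNT plus TACC3 wells and 100% = ARNT alone without TACC3; many hits fall short of the cut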
ERp5 inh: blocks human ERp5 reductase activity on insulin | 350,000 tested, 0.05% active | Q15084 | inhibition, % at 9.99 µM | ERp5 insulin aggregation, absorbance 650 nm, 90 min;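 active means mean replicate inhibition above about 25%, with every replicate also reaching it, limit read from the data, passing the limit was not always enough; inconclusive means only one of those two criteria met; inactive means neither criterion met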
Target sequence (Q15084 whole entry, looked up): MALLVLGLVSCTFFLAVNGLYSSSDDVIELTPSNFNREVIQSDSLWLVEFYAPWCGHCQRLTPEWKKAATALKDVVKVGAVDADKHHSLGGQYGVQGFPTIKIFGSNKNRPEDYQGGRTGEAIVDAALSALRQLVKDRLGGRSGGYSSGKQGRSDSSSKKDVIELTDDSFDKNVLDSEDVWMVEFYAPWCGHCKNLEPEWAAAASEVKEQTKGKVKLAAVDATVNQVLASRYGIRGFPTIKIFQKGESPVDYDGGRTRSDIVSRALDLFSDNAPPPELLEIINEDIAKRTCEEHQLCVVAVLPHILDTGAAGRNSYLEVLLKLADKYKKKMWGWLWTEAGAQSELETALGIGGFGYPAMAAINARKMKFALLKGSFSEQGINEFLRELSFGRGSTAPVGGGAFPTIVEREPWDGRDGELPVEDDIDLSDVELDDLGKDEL
E-sel inducer: induces E-selectin expression in human endothelial cells | HUVEC E-selectin immunofluorescence imaging; normalized: neutral wells 0, TNF-alpha wells 100 | activation, % at 7.58 µM | 260,000 tested, 0.37% active;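 active means mean E-selectin-positive cell signal at least 10% of the positive control, reached in at least 60% of replicates, without over 20% cell loss; inconclusive means no rule given, readout overlaps actives, possibly toxicity-flagged; inactive means the rest, including those meeting only one limit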;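 further: in these data hits start at about 27%; measured in HUVEC primary endothelial cells; signal is the percent of cells scored E-selectin positive by PE staining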
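Read-out: % PE-positive cells | Test system: HUVEC | Doses: One compound dose added by pin transfer | Buffer or medium: EGM-2 over gelatin coat | Signal: Immunofluorescence imaging | Benchmarks: TNF-alpha, DMSO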
* marks the source's active call; other numbers are inactive results; ? = inconclusive; / = not tested or not shown; & = joins results of further samples.

SMILES	RAD52 inh	esBAF inh	CASP6 VEID inh	PglD DTNB	RAD54 branch	ARNT TACC3 PPI	ERp5 inh	E-sel inducer
CCC(C)(C)NC(=O)C(c1cccc(OC)c1OC)N(CC(C)C)C(=O)CCC(=O)Nc1cc(C)on1 (centres undefined)	3	/	1	/	/	5	0	/
CCS(=O)(=O)Nc1ccc(C2=NN(C(=O)c3ccco3)C(c3ccco3)C2)cc1 (centres undefined)	-10	-47	9	4	3	6	-3	/
O=C(C[C@@H]1C=C[C@@H](NC(=O)Nc2ccc(C(F)(F)F)cc2)[C@H](CO)O1)NCc1cccc(F)c1	3	2	-2	-5	-3	1	2	1.4
COc1ccc(Cc2noc(CN3CCN(Cc4csc(C)n4)CC3)n2)cc1OC	5	/	8	/	/	-7	2	/
COc1ccc(S(=O)(=O)Nc2cccc3c2O[C@H](CN(C)Cc2ccncc2)[C@@H](C)CN([C@@H](C)CO)C3=O)cc1	-1	-2	1	6	2	-6	-5	0.3
COCCn1c(=S)[nH]c2cc(C(=O)N3CCN(C4CCCCC4)CC3)ccc2c1=O	-11	1	-4	-5	8	/	-3	2.2
COc1ccc(C(C)(NC(C)=O)c2nc(-c3ccccc3OC)cs2)cc1 (centres undefined)	2	-1	2	2	11	/	0	-0.1
CC(C)Oc1cc(F)ccc1-c1cc(C(=O)Nc2cccc(Cl)c2)[nH]n1	-23	11	-1	-3	-2	/	2	3.3
CCOc1ccc(N/N=C(/C#N)C(N)=O)cc1	-8	12	2	-4	-21	11	-2	/
NC(=O)N/N=C/CCc1ccccc1	1	/	-1	/	/	-6	-1	2.4
CC(C)NC(=O)Nc1cccc2c1O[C@H](CN(C)Cc1ccncc1)[C@H](C)CN([C@@H](C)CO)C2=O	0	6	0	2	-2	-10	1	-6.4
CN(NC(=O)c1ccccc1)C1=NS(=O)(=O)c2ccccc21	-9	/	-3	/	/	/	1	-0.7
CC1Cc2ccccc2N1C(=O)COC(=O)c1n[nH]c(=O)c2ccccc12 (centres undefined)	17	2	3	/	/	/	3	-0.7
O=C(NCCC(=O)N1O[C@@H]2C=C[C@H]1C2)OCC1c2ccccc2-c2ccccc21	-34	0	-5	-2	-11	-3	-8	/
Cc1ccccc1Cn1nc(C)c(NC(=O)c2cc3n(n2)C(C(F)F)CC(C(F)F)N3)c1C (centres undefined)	/	3	/	0	-3	0	/	/

Rewritten bar-delimited: 12 of the compounds above.
SMILES | RAD52 inh | esBAF inh | CASP6 VEID inh | PglD DTNB | RAD54 branch | ARNT TACC3 PPI | ERp5 inh | E-sel inducer
COc1ccc(Cc2noc(CN3CCN(Cc4csc(C)n4)CC3)n2)cc1OC | 5 | / | 8 | / | / | -7 | 2 | /
COc1ccc(S(=O)(=O)Nc2cccc3c2O[C@H](CN(C)Cc2ccncc2)[C@@H](C)CN([C@@H](C)CO)C3=O)cc1 | -1 | -2 | 1 | 6 | 2 | -6 | -5 | 0.3
COCCn1c(=S)[nH]c2cc(C(=O)N3CCN(C4CCCCC4)CC3)ccc2c1=O | -11 | 1 | -4 | -5 | 8 | / | -3 | 2.2
COc1ccc(C(C)(NC(C)=O)c2nc(-c3ccccc3OC)cs2)cc1 (centres undefined) | 2 | -1 | 2 | 2 | 11 | / | 0 | -0.1
CC(C)Oc1cc(F)ccc1-c1cc(C(=O)Nc2cccc(Cl)c2)[nH]n1 | -23 | 11 | -1 | -3 | -2 | / | 2 | 3.3
CCOc1ccc(N/N=C(/C#N)C(N)=O)cc1 | -8 | 12 | 2 | -4 | -21 | 11 | -2 | /
NC(=O)N/N=C/CCc1ccccc1 | 1 | / | -1 | / | / | -6 | -1 | 2.4
CC(C)NC(=O)Nc1cccc2c1O[C@H](CN(C)Cc1ccncc1)[C@H](C)CN([C@@H](C)CO)C2=O | 0 | 6 | 0 | 2 | -2 | -10 | 1 | -6.4
CN(NC(=O)c1ccccc1)C1=NS(=O)(=O)c2ccccc21 | -9 | / | -3 | / | / | / | 1 | -0.7
CC1Cc2ccccc2N1C(=O)COC(=O)c1n[nH]c(=O)c2ccccc12 (centres undefined) | 17 | 2 | 3 | / | / | / | 3 | -0.7
O=C(NCCC(=O)N1O[C@@H]2C=C[C@H]1C2)OCC1c2ccccc2-c2ccccc21 | -34 | 0 | -5 | -2 | -11 | -3 | -8 | /
Cc1ccccc1Cn1nc(C)c(NC(=O)c2cc3n(n2)C(C(F)F)CC(C(F)F)N3)c1C (centres undefined) | / | 3 | / | 0 | -3 | 0 | / | /

(next part)
SMILES	RAD52 inh	esBAF inh	CASP6 VEID inh	PglD DTNB	RAD54 branch	ARNT TACC3 PPI	ERp5 inh	E-sel inducer
CN(CC(=O)Nc1ccccc1Cl)C(=O)Cn1nnc(-c2ccc(F)cc2)n1	-4	-1	-2	2	8	-34	-4	/
O=C(NCc1cccc(C(F)(F)F)c1)c1cccc(S(=O)(=O)NCc2ccccc2)c1	/	-2	/	7	-20	-9	/	/
COc1cccc(/C=C2\CCC(C3CCCC3)C2=O)c1OC (centres undefined)	-2	67*	1	1	-1	8	0	-0.1
CC(C)(C)Cc1nnc(NC(=O)CCC2CCCCC2)s1	-5	1	-1	6	-5	-12	5	/
O=C(COC(=O)C1CCN(C(=O)c2ccc(Cl)cc2)CC1)NC1CCS(=O)(=O)C1 (centres undefined)	-9	0	0	0	-11	/	?	1.9
CC(=O)Nc1cccc(C(=O)NCC2(N3CCCCC3)CCCCC2)c1	-9	/	-6	/	/	-5	0	/
COc1ccc(OC)c([C@@H]2OCCC=C[C@H]2C)c1	-13	-3	-1	1	-3	/	7	1.0
CC1(c2nnc(-c3ccc(Cl)cc3)o2)CC(c2ccncc2)=NO1 (centres undefined)	-15	6	0	3	1	-2	6	-0.1
COc1ccc(C2CC(=O)Oc3cc(C)c(Cl)cc32)cc1 (centres undefined)	-2	4	-6	-1	-12	-9	-2	/
COC(=O)C1=C(C)Nc2[nH]c(=S)[nH]c(=O)c2C1c1ccc(O)cc1 (centres undefined)	-11	-7	2	1	-8	6	1	0.1
COc1ccc(S(=O)(=O)Nc2ccc3c(c2)CC(=O)N([C@@H](C)CO)C[C@@H](C)[C@H](CN(C)Cc2ccccc2)O3)cc1	20	3	3	1	4	20	-1	/
COC(=O)[C@]12C[C@H](CC(=O)NCCc3ccccc3OC)C(=O)N(Cc3ccccc3)C1=C[C@H](C(C)C)O[C@@H]2C1CC1	-3	/	-1	/	/	/	-7	-0.1
C[C@@H]1CN([C@@H](C)CO)C(=O)c2cccc(NC(=O)Nc3ccc(C(F)(F)F)cc3)c2O[C@@H]1CN(C)S(=O)(=O)c1cn(C)cn1	-2	4	1	2	-16	-1	1	0.0
CC1(OC(=O)CCc2ccccc2)C(=O)C=C2C=C(c3ccc(C#N)cc3)N(Cc3ccccc3)C=C2C1=O (centres undefined)	-10	0	7	-7	5	-27	1	-0.1
COc1ccccc1S(=O)(=O)N(C)C[C@H]1OCc2cnnn2CCCC(=O)N([C@H](C)CO)C[C@@H]1C	-5&18	-3&-5&5	-3&-2	4&3	-5&-6	3	-3&6	4.5&0.4
CNC[C@H]1OCCCC[C@@H](C)Oc2ccc(NS(=O)(=O)c3cn(C)cn3)cc2C(=O)N([C@@H](C)CO)C[C@H]1C	/	-14	/	5	-16	-5	/	0.0
CCOc1ccc(C(=O)O)cc1OC	/	-7	/	-2	-4	-5	/	/
Cc1ccc(N(CC(O)CN2CCCCC2)S(=O)(=O)c2ccccc2)cc1 (centres undefined)	1	1	-25	0	5	-11	5	/
O=C(CN1C(=O)NC2(CCCC2)C1=O)Nc1cc(C(F)(F)F)ccc1N1CCCCC1	-6	-3	1	-3	3	-10	34*	/
Cc1cccc(C(=O)NCCC(=O)Nc2ccc(C)c(F)c2)c1	4	-4	-1	0	-5	6	3	-0.1
Cc1ccc(S(=O)(=O)N(C)C[C@H]2OCCCC[C@H](C)Oc3ccc(NC(=O)NC4CCCCC4)cc3C(=O)N([C@@H](C)CO)C[C@@H]2C)cc1	-32	-3	-1	-1	-18	1	-3	0.6
CN1CCN(C2=Cc3cc(Cl)ccc3Sc3cc(F)ccc32)CC1	/	13	/	-3	3	-6	/	/
CCC(CO)Oc1cc(NCc2ccc(C)c(C)c2)c2ncn(C(C)C)c2c1 (centres undefined)	-29	10	-3	3	9	11	-4	0.1
CCC(=O)c1ccc(OCC(=O)OCC(=O)Nc2cccc(S(=O)(=O)N3CCOCC3)c2)cc1	0	2	3	3	-11	/	3	-0.3
CCN1CCN(c2cc(C)c3cc(NC(=O)c4cccnc4Cl)ccc3n2)CC1	/	8	/	-4	21	16	/	/
CC/C=C/C(=O)N1CC2(CC(c3cccc(NC(=O)COc4ccc(Cl)cc4)c3)=NO2)C[C@H]1C(N)=O (some centres undefined)	-35	7	4	4	-12	0	2	/
Cc1ccc2nc(SCC(=O)OCc3ccccc3)nc(=O)n2c1	-7	-2	0	-5	9	9	-2	/
O=C(CCCN1C(=O)/C(=C/c2ccccc2Cl)SC1=S)NNC(=O)c1ccc(Cl)cc1Cl	-52	/	-6	/	/	-5	-1	2.1
CN1CCN(C(=O)c2ccccc2-c2nc(-c3ccccc3)no2)CC1	/	48*	/	-2	-2	0	/	/
C[C@H](CO)N1C[C@H](C)[C@H](CN(C)S(=O)(=O)c2ccccc2)Oc2ccc(NC(=O)Nc3ccccc3)cc2CC1=O	10	-4	1	1	-1	5	0	-0.1
COc1cc(/C=C2\C(=N)N3N=C(S(C)(=O)=O)SC3=NC2=O)cc(OC)c1OCCOc1cccc(C)c1	-22	-2	8	-6	-6	5	-6	/
COc1ccc2ccccc2c1CNCc1ccccn1	/	17	/	0	3	55*	/	/
COC(=O)c1ccc2nc(C3CCCCC3)c(CC(C)(C)C)n2c1	-22	-11	1	4	-9	/	3	0.0
CCCOc1cccc(C(=O)Nc2cccnc2)c1	/	20	/	-3	-5	-9	/	/
CC(=O)Nc1ccc(S(=O)(=O)c2ccc([N+](=O)[O-])cc2)cc1	-11	1	2	2	7	-11	1	-0.2
O=C(COc1ccc(F)c(Cl)c1)N1CCN(c2ccccn2)CC1	-5	/	3	-4	0	1	0	0.0
COc1cccc(-c2cn(CC[C@@H]3CC[C@H](NC(=O)CN(C)C)[C@H](CO)O3)nn2)c1	-12	0	-3	3	7	4	8	-0.7
CC1(C)CC(=O)C=C(c2cccs2)C1	-19	-3	-1	6	6	-13	3	-0.1
C[C@H]1CN([C@@H](C)CO)C(=O)c2cc(C#CCc3ccccc3)cnc2O[C@@H]1CN(C)Cc1ccccn1	10	4	-3	-2	-5	3	1	-2.3
Cc1ccc(Nc2nc(-c3sc(NC(=O)c4ccco4)nc3C)cs2)cc1	-11	12	6	-3	-9	-3	1	/
CCCN1[C@H](C(=O)N[C@H](C)c2ccccc2)[C@@H](CO)[C@@H]2Cn3c(ccc(-c4ccccc4)c3=O)[C@@H]21	-3	1	-2	2	-1	5	1	-1.7
